HRas wt GTP = modulators of GTP binding to HRas wildtype, primary screen, biochemical, bead-based flow cytometry, multiplex | AID 759, 2007 | GST-Ras wt beads, Bodipy-FL-GTP binding; actives lie on both sides | GTPase HRas (Homo sapiens), P01112 | actives 0.14% (n = 190,000) | GTP binding activity, % at 10 µM;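 active means GTP binding activity at least 20% away from the 100% baseline, either lowered as inhibitor or raised as activator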;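 further: 0% = unlabeled GTP competition control and 100% = no-compound control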
Target sequence (P01112 whole entry, looked up): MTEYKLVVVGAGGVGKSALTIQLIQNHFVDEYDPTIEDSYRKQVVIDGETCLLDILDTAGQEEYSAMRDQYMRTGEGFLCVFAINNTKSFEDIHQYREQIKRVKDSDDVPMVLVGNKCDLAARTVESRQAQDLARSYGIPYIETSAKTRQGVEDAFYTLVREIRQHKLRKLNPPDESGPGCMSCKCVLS
Bcl-XL Bim block = inhibitors of Bim-Bcl-XL binding, primary screen, biochemical, multiplexed, bead flow cytometry, human Bcl-XL | inhibition, % at 10 µM | AID 1007, 2008 | actives 0.04% (n = 190,000) | Bcl-2-like protein 1 (Homo sapiens), Q07817 | Bim peptide-Bcl-XL binding, fluorescence
Cdc42 wt GTP = modulators of GTP binding to wildtype Cdc42, primary screen, biochemical, multiplex bead flow cytometry, Bodipy-GTP | Cell division control protein 42 homolog (Homo sapiens), P60953 | GST-Cdc42 beads; actives lie on both sides | percent activity (GTP binding), % at 10 µM | actives 0.2% (n = 190,000) | AID 761, 2007;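 active means percent activity GTP binding at least 20 points away from the 100% baseline, either down as inhibitor or up as activator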;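 further: median bead fluorescence of bound Bodipy-FL-GTP at 100 nM; 0% = excess unlabeled GTP control and 100% = no compound control; below 100% means less GTP binding so inhibitor and above means activator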
Target sequence (P60953 whole entry, looked up): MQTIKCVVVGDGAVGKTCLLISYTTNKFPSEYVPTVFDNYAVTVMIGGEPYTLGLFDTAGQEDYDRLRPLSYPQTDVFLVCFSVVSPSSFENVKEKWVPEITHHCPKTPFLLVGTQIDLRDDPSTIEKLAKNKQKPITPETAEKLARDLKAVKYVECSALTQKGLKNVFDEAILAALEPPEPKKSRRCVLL
Rab7 wt modul = modulators of GTP binding to Rab7, primary screen, biochemical, wildtype, multiplex bead flow cytometry | GST-Rab7 beads, fluorescent GTP binding; actives lie on both sides; untreated = 100%, excess cold GTP = 0% | GTP binding activity (percent of control), % at 10 µM | actives 0.055% (n = 190,000) | AID 758, 2007 | Rab7 GTPase wild type (dog), Bodipy-FL-GTP binding;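 active means fluorescent GTP binding to Rab7 beads changed by at least 20 points from the 100% baseline, either direction, mostly lower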;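 further: median green fluorescence of bound Bodipy-FL-GTP per Rab7 bead population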
Rac1 act GTP bind = GTP binding modulators of activated mutant Rac1, primary screen, biochemical, bead-based flow cytometry, multiplex, fluorescent GTP | percent activity (GTP binding), % at 10 µM | GST-Rac1 activated beads; actives lie on both sides; 100% means binding = to untreated wells | actives 0.11% (n = 190,000);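 active means GTP binding at least 20 percentage points away from the 100% baseline, in either direction, so actives lie on both sides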
Bim-Bcl-2 = inhibitors of Bim-Bcl-2 binding, primary screen, biochemical, multiplexed, human Bcl-2 family. Bead-based flow cytometry, Bim peptide-Bcl-2 binding. inhibition, % at 10 µM. actives 0.06% (n = 190,000). Apoptosis regulator Bcl-2 (Homo sapiens), P10415. AID 950, 2007; in the data active means inhibition above about 40%;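 further: 0% = no compound wells with probe peptide and 100% = reference peptide inhibitor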
Target sequence (P10415 whole entry, looked up): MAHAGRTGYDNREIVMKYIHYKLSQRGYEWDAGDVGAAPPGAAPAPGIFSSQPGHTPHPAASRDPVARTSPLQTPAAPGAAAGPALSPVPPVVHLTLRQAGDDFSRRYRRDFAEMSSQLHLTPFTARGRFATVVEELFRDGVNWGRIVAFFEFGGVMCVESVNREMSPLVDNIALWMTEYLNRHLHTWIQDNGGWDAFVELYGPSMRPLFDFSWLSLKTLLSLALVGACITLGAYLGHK
Bfl-1 Bim block = inhibitors of Bim binding to Bfl-1, primary screen, biochemical, multiplexed, bead-based flow cytometry | Bcl-2-related protein A1 (Homo sapiens), Q16548 | actives 0.12% (n = 190,000) | inhibition, % at 10 µM | Bim-Bfl-1 binding inhibition;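 further: 0% = wells without compound plus tracer and 100% = blocker peptide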
Bim-Bcl-W = inhibitors of Bim binding to Bcl-W, primary screen, biochemical, multiplexed, bead-based flow cytometry; inhibition, % at 10 µM; actives 0.02% (n = 190,000); Bim peptide-Bcl-W binding;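 further: 0% = bound tracer without compound and 100% = peptide blocker; higher means less fluorescent Bim peptide bound to Bcl-W beads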
Target sequence (Q92843 whole entry, looked up): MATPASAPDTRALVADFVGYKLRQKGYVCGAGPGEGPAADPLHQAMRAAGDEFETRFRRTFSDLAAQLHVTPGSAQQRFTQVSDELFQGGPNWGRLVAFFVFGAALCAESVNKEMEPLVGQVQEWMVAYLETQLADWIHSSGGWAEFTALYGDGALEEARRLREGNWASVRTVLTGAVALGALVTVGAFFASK
Rac1 wt GTP bind = wildtype Rac1 GTP binding modulators, primary screen, biochemical, GST-Rac1 beads, flow cytometry, multiplex; GTP binding activity (% of control), % at 10 µM; fluorescent GTP binding; actives lie on both sides; 0 = cold GTP competed, 100 = untreated; actives 0.27% (n = 190,000);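 active means GTP binding activity at least 20 points away from the 100% control level, either lower or higher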
Bim-Bcl-B = inhibitors of Bim-Bcl-B binding, primary screen, biochemical, multiplexed, human Bcl-2 family. Bcl-2-like protein 10 (Homo sapiens), Q9HD36. actives 0.073% (n = 190,000). bead-based flow cytometry, Bim peptide-Bcl-B binding. inhibition, % at 10 µM;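 further: 0% = tracer peptide without compound and 100% = reference inhibitor peptide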
Target sequence (Q9HD36 whole entry, looked up): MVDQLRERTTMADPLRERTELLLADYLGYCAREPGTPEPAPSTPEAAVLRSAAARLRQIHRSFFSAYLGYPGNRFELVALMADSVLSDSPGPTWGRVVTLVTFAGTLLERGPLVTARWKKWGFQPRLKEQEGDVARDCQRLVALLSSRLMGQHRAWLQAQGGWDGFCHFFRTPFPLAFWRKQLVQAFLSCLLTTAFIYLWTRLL
Rab2 wt GTP = modulators of GTP binding to Rab2A wildtype, primary screen, biochemical, dog, bead-based flow cytometry, multiplex | AID 760, 2007 | GTP binding activity, % at 10 µM | GST-Rab2 wt beads, Bodipy-GTP binding | actives 0.19% (n = 190,000) | Ras-related protein Rab-2A (Canis lupus familiaris), P61105;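 active means GTP binding activity at least 20 points away from 100%, either lowered or raised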;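 further: 0% = beads with excess unlabeled GTP and 100% = no-compound control corrected for plate trend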
An asterisk follows results filed as active. Unless noted, no stated cut-off is given here; in the data, active means inhibition above about 40%.

SMILES	HRas wt GTP	Bcl-XL Bim block	Cdc42 wt GTP	Rab7 wt modul	Rac1 act GTP bind	Bim-Bcl-2	Bfl-1 Bim block	Bim-Bcl-W	Rac1 wt GTP bind	Bim-Bcl-B	Rab2 wt GTP
CN(C)c1ccc(/C=N/N2C(=S)SC(C)(C)C2N(O)C(=O)Nc2ccc([N+](=O)[O-])cc2)cc1 (stereo not given)	103	1	104	98	102	-1	2	0	103	0	103
N#Cc1nc(-c2ccco2)oc1N1CCc2ccccc2C1	96	-2	97	97	91	-3	0	0	92	-7	92
CCn1c(SCC(=O)Nc2ccc3c(c2)OCCO3)nnc1-c1c[nH]c2ccccc12	96	-3	94	96	96	-5	-5	-4	98	-2	96
COc1ccc(CCN2C(=O)CSC2c2ccc(OC)c(OC)c2)cc1OC (stereo not given)	98	-4	103	99	99	-2	-8	-3	103	-5	98
CC(=O)c1ccc(N(C(=O)CS(=O)CC(=O)Nc2ccc(F)cc2)C(C(=O)NC2CCCCC2)c2cccs2)cc1 (stereo not given)	102	-6	109	99	100	-2	-3	-3	109	-6	102
Nc1nc(SCC(=O)OCc2ccccc2)[nH]c(=O)c1NC(=O)c1ccco1	98	0	100	97	97	0	-3	6	100	-3	97
CCCCC[C@H](O)/C=C/[C@H]1C=CC(=O)[C@@H]1C/C=C\CCCC(=O)O	94	-2	94	98	93	3	1	1	94	0	95
N#Cc1ccc(CSc2nnc(-c3cccs3)n2-c2ccccc2)cc1	100	-5	101	94	99	-8	-4	-9	104	-9	100
COc1ccc(S(=O)(=O)N2CCCC2)c(Cl)c1Cl	101	1	99	105	95	-3	-2	-1	103	-5	102
COc1ccc(C)cc1S(=O)(=O)NC1CCCCC1	105	-10	106	104	101	-8	-9	-1	104	-10	104
COCCNC(=O)c1cc2nc(-c3ccc(F)cc3)cc(C(F)(F)F)n2n1	97	-4	95	104	96	-2	-6	-2	94	-1	97
Cc1cc(C)c(NC(=O)C2CCN(c3cnccn3)CC2)c(C)c1	101	-7	104	103	99	-2	0	-2	103	-6	102
CCOC(=O)CSc1nc2ccccc2c(=O)n1CC1CCC(C(=O)NCc2ccco2)CC1 (stereo not given)	98	-1	98	100	98	0	0	1	100	0	98
COc1cc(/C=C/C(=O)Nc2nnc(CC(C)C)s2)cc(OC)c1OC	102	-2	96	100	100	0	-1	0	100	0	99
Cc1cc2oc(C(=O)NCCc3ccc(S(N)(=O)=O)cc3)c(C)c2cc1C	99	-1	96	98	95	0	-2	-5	96	-7	98
Cc1ccc(Cl)cc1NC(=O)C1CCN(S(C)(=O)=O)CC1	94	-4	90	97	93	5	4	-2	96	0	91
COc1ccc(N/C(=N\c2nc(C)cc(C)n2)NC(C)=O)cc1OC	99	-3	99	101	97	-12	-16	-2	99	-8	97
CCOC(=O)c1cc[n+](CC(=O)c2ccc(F)cc2)cc1	101	-5	106	99	99	1	10	0	107	-5	99
Cc1cc(OCc2ccc(C(=O)NN=C3CCCC3)cc2)ccc1Cl	99	-5	102	98	100	2	0	-5	107	-3	98
CC(C)C(NC(=O)c1ccccc1)C(=O)N/N=C\c1ccco1 (stereo not given)	96	-11	99	98	98	-6	-4	-9	100	-9	99
Cc1ccc(-n2c(N)c(C(=O)N3CCOCC3)sc2=S)cc1	96	8	97	100	97	2	6	4	98	3	97
COC(=O)c1ccc(SCC(=O)N2CCC(C)CC2)c([N+](=O)[O-])c1	99	-8	100	97	99	-7	-6	-4	102	-8	99
CC(=O)NC1CC2CCCC(C1)N2S(=O)(=O)c1ccccc1 (stereo not given)	94	-4	93	96	93	-2	-7	0	93	-7	93
CC(C)CCOC(=O)C1[C@H]2C(=O)N(Cc3cccs3)C[C@]23C=C[C@H]1O3 (stereo not given in full)	102	-12	104	100	98	-7	-15	-3	102	-12	102
CCN1CCN(CCCN(Cc2ccco2)C(=S)Nc2ccccc2Cl)CC1	98	-2	95	95	94	0	-4	-4	99	-3	99
CC1CC2(C)Oc3ccccc3CC2C(C)C1CNCCCN(C)C (stereo not given)	94	-2	94	95	96	-1	-3	-2	92	-3	95
CCn1c(SCC(=O)NCC2CCCO2)nnc1-c1c[nH]c2ccccc12 (stereo not given)	101	-1	101	99	99	-3	-1	-5	99	-3	100
NC(=O)C(=O)NN=C1CCC(c2ccccc2)CC1 (stereo not given)	100	-6	99	99	100	-1	-1	-1	108	-5	99
CC(C)N1CCC(N2CCN(Cc3cccnc3)CC2CCO)CC1 (stereo not given)	99	-6	99	104	95	-5	-3	-4	100	-7	99
O=C(CSc1nc(-c2ccccc2)c(-c2ccccc2)[nH]1)NCC1CCCO1 (stereo not given)	94	-3	94	105	95	-3	-3	0	96	-7	97
COc1ccccc1NC(=O)c1cnc2n(c1=O)CCS2	101	-1	100	98	97	-1	-1	0	99	0	100
CN(C)/C=N/c1cc(=O)[nH]c(=O)n1Cc1ccccc1	98	-3	103	92	98	-4	-1	-4	102	-7	100
S=C(NCCCN1CCOCC1)Nc1cccc(-c2nnc3n2CCCCC3)c1	102	-1	99	109	96	-1	0	0	103	-16	103
CC(C)c1cc(C(=O)O)on1	102	-7	103	100	97	-6	-11	-2	99	-9	100
O=c1oc(-c2ccco2)nc2sc3c(c12)CCCC3	105	-2	105	102	94	-1	0	2	103	-1	104
O=C(CCSc1nc(-c2ccco2)cc(C(F)(F)F)n1)NCc1cccs1	101	0	102	97	102	16	7	-1	103	-7	100
COc1ccc(CC(=O)OCN2C(=O)c3ccccc3C2=O)cc1	103	0	105	100	100	0	2	3	112	-1	98
O=C(Nc1cccnc1)c1cccc(S(=O)(=O)N2CCCCC2)c1	92	-3	92	97	93	0	1	0	93	-3	94
O=C(Cn1ccc2ccccc21)Nc1ccc2c(c1)OCO2	97	-3	94	93	98	-5	-6	0	95	-1	94
O=C(Cc1ccc(F)cc1)NCCc1ccc(F)cc1	100	-2	101	98	98	-1	-10	6	105	-5	98
CCOc1ccc(NS(=O)(=O)c2ccc3c(c2)oc(=O)n3C)cc1	99	-2	98	96	97	-1	-2	0	98	1	98
CC1=C(C#N)CCC(=O)N1Cc1ccc(C)cc1	104	0	109	99	99	3	2	3	113	-2	107
Cc1nc2ccc(NS(=O)(=O)c3ccc(C)c(C)c3)cc2s1	102	0	102	106	98	0	0	1	103	1	104
O=C(O)c1ccccc1C(=O)NCC(O)COCC1CC=CCC1 (stereo not given)	102	-7	106	100	100	-7	-16	0	106	-10	100
O=C1CCCc2nc3nc4ccccc4n3cc21	98	0	98	98	95	25	10	1	97	25	98
COc1ccc(-c2csc(NC(=O)/C(N=Nc3ccccc3)=C(\C)O)n2)cc1	97	2	95	95	95	1	-3	0	99	0	94
CCOC(=O)N1CCN(C(=O)c2ccc3c(c2)sc2nc(-c4ccc(OC)cc4)cn23)CC1	94	-2	95	96	93	1	0	0	92	-2	90
CCN(CC)c1nc(N)c2c(N)nc3c(c2c1C#N)CC(c1ccccc1)O3 (stereo not given)	95	0	97	94	96	-3	-3	0	95	1	95
O=C(CSc1nnc(-c2ccco2)n1-c1ccccc1)NCCc1ccccc1	101	-1	99	100	96	0	-2	-2	99	-4	100
COc1ccc(N2C(N)=C(C#N)C(c3cccnc3)C3=C2CC(C)(C)CC3=O)cc1 (stereo not given)	100	-1	96	100	97	-1	0	0	97	-2	99

Exported in CSV form: part of the list above
SMILES,HRas wt GTP,Bcl-XL Bim block,Cdc42 wt GTP,Rab7 wt modul,Rac1 act GTP bind,Bim-Bcl-2,Bfl-1 Bim block,Bim-Bcl-W,Rac1 wt GTP bind,Bim-Bcl-B,Rab2 wt GTP
CCOC(=O)N1CCN(C(=O)c2ccc3c(c2)sc2nc(-c4ccc(OC)cc4)cn23)CC1,94,-2,95,96,93,1,0,0,92,-2,90
CCN(CC)c1nc(N)c2c(N)nc3c(c2c1C#N)CC(c1ccccc1)O3 (stereo not given),95,0,97,94,96,-3,-3,0,95,1,95
O=C(CSc1nnc(-c2ccco2)n1-c1ccccc1)NCCc1ccccc1,101,-1,99,100,96,0,-2,-2,99,-4,100

(further entries)
SMILES	HRas wt GTP	Bcl-XL Bim block	Cdc42 wt GTP	Rab7 wt modul	Rac1 act GTP bind	Bim-Bcl-2	Bfl-1 Bim block	Bim-Bcl-W	Rac1 wt GTP bind	Bim-Bcl-B	Rab2 wt GTP
Nc1c(C(=O)NCc2ccccc2)sc2nc(N3CCOCC3)c3c(c12)CCCC3	100	0	98	99	97	0	7	2	98	-5	99
O=S(=O)(O)c1nc2ccccc2n1CCOc1ccccc1	99	-2	101	99	97	0	0	-2	98	0	99
CCCn1c(=N)n(CCOc2ccc(OC)cc2)c2ccccc21	97	-12	98	101	95	-11	-13	0	98	-5	99
Cn1ncc(Cl)c1C(=O)NCc1cc(C(C)(C)C)n[nH]1	102	-6	99	99	99	-13	-4	-3	101	-11	100
Cc1cc(NS(=O)(=O)c2ccc(NC(=O)CCN3C(=O)c4ccccc4C3=O)cc2)no1	103	-2	107	99	102	-5	-11	3	112	-2	103
COC(=O)c1ccc(C(=O)OC)c(NC(=O)CCc2ccc(C)o2)c1	97	-2	96	99	96	-5	0	0	94	-2	96
CC(C)C(=O)n1nc(-c2cccnc2)nc1NCc1cccs1	97	-4	96	104	97	-4	-11	-1	96	-6	98
COc1cc(CC(=O)Nc2ccc3c(c2)CCC3)cc(OC)c1OC	99	-6	100	96	98	-3	-2	-3	103	-7	98
CN(c1ccc(C(=O)NCc2ccccn2)cc1)S(C)(=O)=O	99	-5	98	101	97	-8	-18	-4	103	-11	101
Cc1ccc(C(=O)COC(=O)c2cccc(N3C(=O)c4c(C)nc5ccccc5c4C3=O)c2)cc1C	97	-4	99	95	97	0	1	-4	98	-1	96
COc1cc2c(cc1OC)-c1cc(OCCN3CCOCC3)nc(=O)n1CC2	100	0	99	98	97	0	-1	0	100	2	99
NC(=O)COC(=O)CNC(=O)c1sc2ccccc2c1Cl	98	2	92	103	95	2	-1	3	98	4	95
CCC1OC2(C)OC(=N)C1(C#N)C(C#N)(C#N)C2c1ccccc1 (stereo not given)	99	-3	101	101	99	-5	-11	-3	105	-8	99
CCc1nnc(NC(=O)Cc2ccc(OC)cc2)s1	99	-4	101	104	100	-9	-10	0	100	-10	99
CO/N=C/CC(=O)Nc1ccc(F)cc1F	103	-6	104	103	99	-5	-6	0	108	-10	103
CC(=O)Cc1nsc(NC(=O)c2csc3c2CCCC3)n1	99	-4	102	100	99	-8	-19	-2	103	-11	100
Cc1ccc(S(=O)(=O)N(C)C)cc1NC(=O)COC(=O)c1c(C)noc1C	100	-1	101	101	96	-2	2	0	102	-3	99

Source: PubChem
